AddAB inh: less growth of phage-infected E. coli with AddAB; E. coli expressing H. pylori AddAB, absorbance growth; 0.29% of 330,000 active; inhibition, % at 11.9 µM; AID 435030; in the data active = inhibition above about 12%;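 note: 0% = vehicle wells of infected cells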
PKA-R2B activ: PKA-R2B complex activation; P22694+P31323; PKA-R2B holoenzyme dissociation, Cy5-IP20 fluorescence polarization; R2B truncated from residue 108, S112A mutant; 0% DMSO only, 100% 113 µM cGMP; activation, % at 11.4 µM; 0.079% of 340,000 active; AID 504700;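 active = activation above a cutoff set at the mean over all compounds plus 3 SD, cut at about 18% in these data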;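 note: higher means more holoenzyme dissociation and a rise in polarization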
Target sequence (P31323 whole entry, looked up, other chains not shown, the tested form may be a part): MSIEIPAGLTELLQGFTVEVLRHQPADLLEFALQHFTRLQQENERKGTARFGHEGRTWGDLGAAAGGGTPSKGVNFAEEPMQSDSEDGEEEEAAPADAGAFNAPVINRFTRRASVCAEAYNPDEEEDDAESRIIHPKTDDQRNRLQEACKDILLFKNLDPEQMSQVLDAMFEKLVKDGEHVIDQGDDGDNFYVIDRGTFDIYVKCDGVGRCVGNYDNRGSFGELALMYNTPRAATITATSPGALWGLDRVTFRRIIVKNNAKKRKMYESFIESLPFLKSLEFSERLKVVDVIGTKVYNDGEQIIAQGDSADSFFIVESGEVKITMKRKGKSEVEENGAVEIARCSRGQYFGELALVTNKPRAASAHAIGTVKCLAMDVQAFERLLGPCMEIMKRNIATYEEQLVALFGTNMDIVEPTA
PKA-R1A activ: PKA-R1A complex activation | PKA-R1A dissociation, Cy5-IP20 fluorescence polarization; scaled: DMSO 0%, 113 µM cGMP 100% | 0.083% of 340,000 active | AID 504707 | P00514+P68181 | activation, % at 11.4 µM;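 active = percent activation above the mean of all tested compounds plus 3 SD, cut at about 19% in these data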;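 note: higher means more PKAc released from R1A so a rise in polarization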
HTR5A inv ctr: counter-screen for OPRM1-OPRD1 inverse agonists: human HTR5A inverse agonism; P47898; HTR5A cell line, luminescence; inhibition, % at 9.3 µM; 0.083% of 340,000 active; in the data active = inhibition mostly above about 23%, no sharp cut-off; inactive = mostly below about 18%;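 note: 0% = cells with DMSO and 100% = no-cell wells with DMSO; some compounds called inactive have numbers as strong as hits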
Tat transport: E. coli Tat transport inhibition | E. coli MC4100 TorA-mCherry Tat export, fluorescence | inhibition, % at 10 µM | 0.036% of 340,000 active | AID 488895;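 active = mean replicate inhibition at least 50% and at least half of replicates individually reaching 50%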;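 note: exported cargo escapes ClpAP degradation while cytoplasmic cargo is degraded and loses fluorescence; 0% = median of neutral control wells and 100% = median of NaSCN control wells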
E coli growth: bacterial growth inhibition, counter-screen for AddAB inhibitors; E. coli V3065 growth, OD600 absorbance, 18 h; inhibition, % at 11.9 µM; 0.27% of 330,000 active; AID 449728;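 active = inhibition above the campaign's mean inhibition across all tested compounds plus 3 SD, cut at about 9.9% in these data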;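 note: uninfected addAB+ strain grown without phage in ampicillin broth; 0% = DMSO wells and 100% = ciprofloxacin 0.95 µg/ml wells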
Mot1-301 SUMO: SUMOylation pathway inhibition by Mot1-301 growth rescue | S. cerevisiae Mot1-301 growth rescue, ATP luminescence, 38.5C; percent above DMSO median, 100 means doubled | growth rescue, % at 18.8 µM | 1% of 320,000 active;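 active = every valid replicate shows activation above 250% relative to neutral control wells; inactive = the rest, any valid replicate at or below 250%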;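 note: OY570 slx delta 5 strain wells were the positive control but not used for scaling; some compounds called inactive have numbers as strong as hits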
phage Ecoli inh: E. coli growth loss with phage present. growth absorbance. inhibition, % at 11.9 µM. 0.26% of 360,000 active. AID 651602; in the data active = inhibition above about 11%
CDK5 p35 inh: blocks human CDK5/p35 kinase activity | Q00535+Q15078 | Recombinant CDK5/p35, ADP-Glo luminescence, 60 min | inhibition, % at 10 µM | 0.01% of 330,000 active;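 active = highest replicate inhibition of at least 50% and at least 75% of replicates reaching 50%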;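 note: plate controls were DMSO neutral control for no effect and GW8510 at 10 µM for full effect; many of its hits are not listed in these tables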
Target sequence (Q00535 whole entry, looked up): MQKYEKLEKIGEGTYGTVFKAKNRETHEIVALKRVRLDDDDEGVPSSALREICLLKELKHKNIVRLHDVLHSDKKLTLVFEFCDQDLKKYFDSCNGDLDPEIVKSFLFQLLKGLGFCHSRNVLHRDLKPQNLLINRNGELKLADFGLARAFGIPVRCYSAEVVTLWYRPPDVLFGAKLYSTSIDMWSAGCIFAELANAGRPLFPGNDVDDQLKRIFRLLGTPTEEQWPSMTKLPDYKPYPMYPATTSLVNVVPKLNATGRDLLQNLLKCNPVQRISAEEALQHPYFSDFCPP
Target sequence (Q15078 whole entry, looked up): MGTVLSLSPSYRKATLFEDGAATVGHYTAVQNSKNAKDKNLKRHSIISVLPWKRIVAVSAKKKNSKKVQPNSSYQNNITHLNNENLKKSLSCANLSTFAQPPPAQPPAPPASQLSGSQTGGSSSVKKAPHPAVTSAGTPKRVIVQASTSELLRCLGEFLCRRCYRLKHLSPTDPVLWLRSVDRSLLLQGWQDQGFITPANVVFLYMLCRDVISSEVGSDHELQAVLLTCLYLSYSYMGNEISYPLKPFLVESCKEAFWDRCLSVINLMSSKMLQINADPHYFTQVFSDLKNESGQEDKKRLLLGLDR
HTR5A ag: activates human HTR5A in OPRM1-OPRD1 agonist counter-screen; HTR5A agonist assay, luminescence, cell-based; activation, % at 9.3 µM; 0.61% of 340,000 active; P47898; in the data active = activation mostly above about 9.5%, no sharp cut-off; inactive = mostly below about 7.6%;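 note: 0% = cells with vehicle only and 100% = reference agonist; strong numbers were not always called active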
DAGLB inhibitor: blocks human DAGLB lipase activity. inhibition, % at 5.17 µM. HEK293T DAGLB membrane lysate, EnzChek fluorogenic substrate. 0.059% of 340,000 active; in the data active = inhibition above about 34%;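 note: 0% = enzyme with vehicle and 100% = wells lacking enzyme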
The depositor's hits bear a star; x = no result given.

Every second line gives: HTR5A inv ctr, E coli growth, phage Ecoli inh, CDK5 p35 inh, PKA-R2B activ, HTR5A ag, AddAB inh, Mot1-301 SUMO, PKA-R1A activ, DAGLB inhibitor, Tat transport
CCNC(=S)N/N=C1\C(=O)c2cccc3cccc1c23
    1, -1.3, 3.4, 0.4, -9, -2, -3.4, 296, 2, -1, -4
Cc1c(C(=O)Nc2ccc(N3CCOCC3)cc2)oc2ccccc12
    2, -0.7, 2.5, -0.9, -13, -1, 0.8, -37, -8, 1, 17
COc1ccc(NC(=O)NC(=O)c2ccccc2)cc1
    15, 0.3, 1.6, 7.0, 5, -4, 3.6, -11, -8, -2, -6
Cc1ccc(F)cc1CNC(=O)c1cc(COc2ccc3ncccc3c2)on1
    x, 1.5, 5.3, -1.7, x, x, 0.3, -18, x, x, 2
COc1ccc(CCC(=O)Nc2ncc(C)s2)cc1OC
    1, 0.7, 2.5, -0.2, -7, 0, 0.4, -5, 2, 1, 2
O=C(COC(=O)c1ccccn1)NCc1ccc(Cl)cc1Cl
    13, -1.9, 2.4, 1.4, -5, -5, -2.0, -5, -3, 1, 0
O=C(/C=C/c1ccccc1Cl)OCC(=O)c1ccc[nH]1
    -24, -0.5, 1.4, 0.1, -7, 10, -0.8, 9, -7, -7, 3
O=C(Nc1ccc(Cl)cc1)C1CCN(C(=O)c2cccs2)CC1
    -13, 0.9, 2.4, 1.0, 14, 5, 4.7, -21, 2, -2, -3
CC(=O)c1ccc(NC(=O)C(C)Sc2ccccn2)cc1 (stereo not drawn)
    -32, 0.3, -0.6, 0.5, -7, 1, 1.9, -2, 2, 0, 0
Nc1ccc2cc3ccccc3cc2c1
    -12, x, 0.9, 0.1, -6, 3, x, x, -2, 3, 2
COc1ccc(C(=O)C(C)OC(=O)CN2C(=O)c3ccccc3C2=O)cc1 (stereo not drawn)
    -6, 0.1, 5.5, 11, 2, 2, 1.2, 7, 7, -2, 7
O=C(c1cc2ncc(Br)cn2n1)N1CCCCC1
    7, -1.1, 3.9, -1.5, 8, -3, 1.3, 4, 1, -1, -3
O=C(N/N=C/c1ccoc1)c1ccc([N+](=O)[O-])cc1
    2, x, 1.3, 0.8, 0, 2, x, -1, -2, -3, 0
Cc1cc(C(=O)Nc2nnc(C(F)(F)F)s2)no1
    -18, 1.2, 2.1, 0.0, -4, -1, 2.1, -1, 10, 1, 2
CC(=C/C(=O)O)/C=C/c1ccc(Cl)o1
    1, -1.6, 2.7, -0.9, 5, 0, 3.4, -4, 4, 1, -4
COc1ccc(N(C)S(=O)(=O)c2cccc(C(=O)NC3=NCCS3)c2)cc1
    -1, -0.6, 4.2, 2.9, 3, 0, 0.0, -2, -13, 2, -4
CCCCN(CC)CCCNC(=O)c1cn(-c2ccc(OC)cc2)c(=O)c2ccccc12
    0, -3.1, 0.4, -0.2, -2, 0, -0.5, 1, -4, -3, 0
COc1cc(NC(=O)c2ccco2)c(OC)cc1NC(=O)CCC(=O)Nc1cccc(C)c1C
    -7, -1.6, 2.0, -1.3, 4, 4, 0.6, -6, 1, 1, -4
COc1ccccc1NC(=O)c1cc(S(=O)(=O)NCc2ccccc2)ccc1F
    -12, 1.4, 3.6, 0.1, 4, -4, -0.7, -8, 0, -29, 6
Cc1ccc(NC(=O)c2cc(-c3ccc(C)o3)nc3ccccc23)cc1
    -11, 1.2, 2.5, 0.2, -13, 1, 0.4, -25, -12, -1, 2
C=CCN1CCN(c2ccncc2S(=O)(=O)N2CCOCC2)CC1
    10, 1.6, 1.4, 0.6, 0, 4, 3.5, -7, -4, -3, -2
CC(=O)Nc1sc(N/N=C\c2ccccc2Cl)nc1-c1cccs1
    5, 2.0, 3.1, 1.1, -6, -3, -0.5, -6, -5, 1, -3
Cc1nn(-c2ccc(F)cc2)c2nc(N)c(C#N)c(-c3ccc(O)c(O)c3)c12
    6, x, 4.0, 0.4, 4, -1, x, -7, -12, 6, 2
COc1ccccc1/C=C/C(=O)Nc1cccnc1Cl
    8, 2.8, 0.0, -0.3, -15, -2, 3.4, -7, -2, -3, -8
CCOC(=O)c1sc(NC(=O)C2CC(=O)N(c3ccccc3OC)C2)nc1C (stereo not drawn)
    -8, -0.9, 1.6, 1.8, 0, 3, 1.4, -17, 2, 0, -2
COc1ccc(/C=N/NC(=O)C(O)(c2ccccc2)c2ccccc2)cc1OC
    -16, 0.7, 4.3, -0.1, 2, 5, 1.7, 20, -8, -2, -3
Cc1nc(SCC(=O)NCc2ccccc2)c2c(=O)n(C)c(=O)n(C)c2n1
    -29, 1.7, 1.1, -1.8, 9, 0, 0.2, -8, 3, 0, -6
CCc1ccc(-c2cc(C)no2)cc1S(=O)(=O)N1CCC(C)CC1
    7, 1.9, 3.3, x, 3, 5, 0.2, 0, 2, -10, 11
CCC1CCCCN1CCCNC(=O)CNC(=O)c1nn(-c2ccc(OC)cc2)c(=O)c2ccccc12 (stereo not drawn)
    -13, -0.4, 1.2, -4.4, 1, 4, 2.7, -4, -17, 0, 3
C=CCc1c(C)nc(SCCC)[nH]c1=O
    -21, -0.9, 1.2, 1.5, 3, 8, 0.1, 2, -11, 3, 5
O=C(O)c1cc(-c2ccccc2)nn1CC1CC(c2cccnc2)=NO1 (stereo not drawn)
    -5, 2.4, 3.4, -1.2, 0, 7, 2.8, -1, -11, -3, 0
C=CCn1c(SCC(=O)Nc2cc(C)on2)nnc1C1COc2ccccc2O1 (stereo not drawn)
    22, 2.1, 1.6, 1.0, -8, -3, 2.0, -16, -3, 1, 8
CCOC(=O)[C@H]1[C@H]2COc3ccc(OC)cc3[C@@H]2N2C(=O)CN(Cc3ccc(C)cc3)C(=O)[C@@]12C
    -12, -3.2, 0.1, 1.7, 6, -4, -1.0, -1, 1, -3, -12
CN(C)CCNC(=O)/C(=C/c1cccc([N+](=O)[O-])c1)NC(=O)c1ccccc1
    -12, 0.9, 3.9, -0.9, 2, 5, -0.6, x, 6, 0, -1
O=C(N=C1SCC(=O)N1c1ccccc1)c1ccco1
    -24, 0.9, 1.4, -0.7, -4, 1, -0.3, x, 2, 0, -2
CCOC(=O)C1Nc2ccc(Br)cc2C2C=CCC12 (stereo not drawn)
    21, -0.1, -1.5, 0.8, -6, -3, 0.2, -7, -9, 15, -2
Cc1ccc(NC(=O)COc2ccc(C3SCCS3)cc2)cc1
    -37, -3.1, 2.5, -0.2, 3, 5, -1.3, 32, 5, -3, -9
COc1ccccc1NS(=O)(=O)c1ccc(O)c(C(=O)OCC(=O)N2CCc3ccccc32)c1
    -13, 2.7, 0.0, -0.9, -7, 4, 2.0, 133, 3, 2, 2
Cc1ccc2[nH]c(SCC(=O)N3CCOCC3)nc2c1C
    -8, 2.1, 1.0, 0.7, -3, 3, 2.7, -7, 3, -6, 1
CC(=O)COc1ccc2c(C)c(-c3ccccc3)c(=O)oc2c1
    -11, -0.2, 0.5, -1.3, 2, 4, 0.4, x, -2, -2, 2

At a glance, part of the list above:
Every second line gives: HTR5A inv ctr, E coli growth, phage Ecoli inh, CDK5 p35 inh, PKA-R2B activ, HTR5A ag, AddAB inh, Mot1-301 SUMO, PKA-R1A activ, DAGLB inhibitor, Tat transport
Cc1ccc2[nH]c(SCC(=O)N3CCOCC3)nc2c1C
    -8, 2.1, 1.0, 0.7, -3, 3, 2.7, -7, 3, -6, 1
CC(=O)COc1ccc2c(C)c(-c3ccccc3)c(=O)oc2c1
    -11, -0.2, 0.5, -1.3, 2, 4, 0.4, x, -2, -2, 2

Some entries already given, limited to PKA-R1A activ:
| Molecule | PKA-R1A activ |
| --- | --- |
| CCOC(=O)[C@H]1[C@H]2COc3ccc(OC)cc3[C@@H]2N2C(=O)CN(Cc3ccc(C)cc3)C(=O)[C@@]12C | 1 |
| CN(C)CCNC(=O)/C(=C/c1cccc([N+](=O)[O-])c1)NC(=O)c1ccccc1 | 6 |

Next records follow:
Every second line gives: HTR5A inv ctr, E coli growth, phage Ecoli inh, CDK5 p35 inh, PKA-R2B activ, HTR5A ag, AddAB inh, Mot1-301 SUMO, PKA-R1A activ, DAGLB inhibitor, Tat transport
COc1ccccc1NC(=O)C1=C(C)Nc2nc3ccccc3n2C1c1cccs1 (stereo not drawn)
    4, -1.8, 0.9, 1.0, 4, 2, 4.0, -12, 6, 3, 2
COc1cccc(NC(=O)NC2(C(=O)N3CCC(O)CC3)CCCCC2)c1
    8, -1.3, -0.7, 1.5, -2, -3, 2.9, 33, -2, 1, 4
CC(C)[C@H]1COCCS(=O)(=O)N1Cc1ccccc1-c1ccc(C(C)(C)C)cc1
    6, -1.8, 3.7, 0.8, -3, -2, -0.6, x, 0, -16, -3
C=CCc1cccc(/C=N/NC(=O)c2ccccc2OC)c1O
    6, 2.5, 9.8, -0.6, -3, -2, 6.6, -7, 0, -1, 4
CCC(=O)N1CCc2cc(S(=O)(=O)NCCC(=O)N3CCc4ccccc4C3)ccc21
    12, 0.1, 1.1, -0.6, 0, -1, 5.0, 2, -1, 1, 0
O=C(c1cccc([N+](=O)[O-])c1)c1ccccn1
    8, 1.5, 1.9, 0.5, -6, 7, 1.5, 59, -6, -2, -7
COc1ccc(CCNC(=O)C2CCCN(S(=O)(=O)c3ccc(OC)cc3)C2)cc1 (stereo not drawn)
    -17, -3.7, 3.6, 1.5, 2, 3, 0.5, -5, -3, 0, -7
CCOC(=O)C1=C(c2ccccc2)NC(SCC)=C(C#N)C1c1cccnc1 (stereo not drawn)
    9, 0.1, 1.2, 0.2, -4, -4, 3.0, 7, -6, -1, -2

Five compounds out of the list above, ordered by their value in Tat transport, lowest first:
mol,phage Ecoli inh,CDK5 p35 inh,PKA-R2B activ,AddAB inh,Mot1-301 SUMO,PKA-R1A activ,DAGLB inhibitor,Tat transport
O=C(c1cccc([N+](=O)[O-])c1)c1ccccn1,1.9,0.5,-6,1.5,59,-6,-2,-7
CC(C)[C@H]1COCCS(=O)(=O)N1Cc1ccccc1-c1ccc(C(C)(C)C)cc1,3.7,0.8,-3,-0.6,x,0,-16,-3
CCOC(=O)C1=C(c2ccccc2)NC(SCC)=C(C#N)C1c1cccnc1 (stereo not drawn),1.2,0.2,-4,3.0,7,-6,-1,-2
COc1ccccc1NC(=O)C1=C(C)Nc2nc3ccccc3n2C1c1cccs1 (stereo not drawn),0.9,1.0,4,4.0,-12,6,3,2
COc1cccc(NC(=O)NC2(C(=O)N3CCC(O)CC3)CCCCC2)c1,-0.7,1.5,-2,2.9,33,-2,1,4
